Salmonella PhoP GFP: PhoP regulon inhibitors, Salmonella typhi PhoP promoter GFP reporter, confirmatory (AID 1850) | one-dose inhibition, % at 50 µM; IC50 in µM for titrated hits | hit rate 0.33% among 310,000 | Salmonella Typhi PhoP-promoter GFP reporter, fluorescence, 4 h; higher % means a stronger effect; in the data active = a potency from the dose series; inconclusive = inhibition mostly from about 25% at the one dose, without a potency; inactive = the rest, 99 in 100 with inhibition below about 19%;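 also: 0% = induced wells with vehicle and 100% = uninduced wells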
tuberculosis growth: growth inhibition of non-replicating M. tuberculosis (AID 488890); Mycobacterium tuberculosis non-replicating, growth inhibition; higher % means a stronger effect; one-dose inhibition, % at 25 µM; IC50 in µM for titrated hits; hit rate 0.39% among 320,000; in the data active = a potency from the dose series; inconclusive = inhibition mostly from about 82% at the one dose, without a potency; inactive = the rest, 99 in 100 with inhibition below about 76%;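 also: plate controls were DMSO cells for no effect and high antibiotic wells for full effect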
influenza NS1A: H1N1 influenza NS1A inhibitors, functional cell based assay (AID 504329) | NS1A functional cell-based assay, percent inhibition; higher % means a stronger effect | inhibition, % at 12.5 µM; hits with a dose series show IC50 in µM | hit rate 0.3% among 340,000; in the data active = a potency from the dose series; inconclusive = inhibition above about 27% without an active follow-up result; also: strong numbers were not always called active
H37Rv inhibition: M. tuberculosis growth inhibition, HTS (AID 449762) | inhibition, % at 25 µM; hits with a dose series show IC50 in µM | M. tuberculosis H37Rv growth inhibition, 7H9 media; higher % means a stronger effect | hit rate 0.59% among 330,000; in the data active = a potency from the dose series; inconclusive = inhibition above about 70% without an active follow-up result;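 also: bacterial growth assessed after seven days of incubation; strong numbers were not always called active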
VEEV TC-83 Vero: inhibitors of VEEV TC-83 cytopathic effect, confirmation, Vero cells (AID 588727). Vero cells, VEEV TC-83 cytopathic effect inhibition; higher % means a stronger effect. inhibition, % at 20 µM, or IC50 in µM where a hit was titrated. hit rate 0.13% among 350,000; in the data active = a potency from the dose series; inconclusive = inhibition mostly from about 14% at the one dose, without a potency; inactive = the rest, 99 in 100 with inhibition below about 12%; also: strong numbers were not always called active
VEEV TC-83 Vero 10K pilot screen: recorded beside VEEV TC-83 Vero, whose call it bears; inhibition, %; measured here: 10K pilot screen inhibition
Numbers without * were called inactive; i = inactive; ? = inconclusive; / = not tested or not shown.

SMILES | Salmonella PhoP GFP | tuberculosis growth | influenza NS1A | H37Rv inhibition | VEEV TC-83 Vero | others
CC(=O)Nc1c2c3c(cccc3n(C)c1=O)C(=O)c1ccccc1-2 | 5% | -20% | 0% | 0% | 8.3%
COC(=O)c1c(NC(=O)/C=C/C(=O)O)sc(C)c1-c1ccc(C)cc1 | -2% | 9% | -4% | 19% | 6.4%
COc1ccc(C(=O)NCC(=O)OCc2nc(N)nc(Nc3ccccc3C)n2)cc1 | / | 15% | -3% | -8% | i
O=C(COC(=O)c1cccnc1Cl)c1ccccc1 | -3% | 1% | 3% | 0% | i
O=[N+]([O-])c1cnc2ccccn12 | 5% | -9% | 3% | 2% | i
CN1CCN(C(=S)NC(=O)c2ccc(C(C)(C)C)cc2)CC1 | -2% | -1% | 16% | 3% | 0.6%
CC(C)c1ccc(NC(=O)c2ccc3snnc3c2)cc1 | 2% | 8% | 2% | -5% | 3.2%
COc1ccc(CSCC(=O)N/N=C/c2ccccc2O)cc1 | 2% | 19% | 2% | -1% | 10%
COc1ccc(CCNCC(=O)Nc2ccc(C)c(S(=O)(=O)N(C)C)c2)cc1OC | -1% | 0% | -2% | 5% | i
O=C(COC(=O)c1cccnc1Cl)c1ccc2c(c1)OCCO2 | 12% | 5% | -11% | 4% | 0.1%
O=C(COC(=O)c1cccc(F)c1)Nc1cccnc1Cl | 1% | 37% | -3% | 2% | 0.1%
CCOc1ccccc1NC(=O)c1ccc2[nH]c(C)c(C)c2c1 | 3% | 78% | 4% | 17% | 2.5%
CC(=O)OCP(C)(=O)COC(C)=O | -9% | -9% | -1% | -1% | 1.3%
CC(C)(C)c1ccc(C(=O)N2CCC(C(=O)NCc3ccncc3)CC2)cc1 | -17% | 18% | 5% | 12% | i
Cc1ccc(NC(=O)c2cc([N+](=O)[O-])ccc2N2CCOCC2)cc1C | -13% | 11% | -5% | -5% | 5.1%
CC(C)(C)NC(=O)/C=C/c1ccc(C(F)(F)F)cc1 | 26% | 38% | -6% | 10% | 1.0%
Cc1cccc(OC(C)C(=O)Nc2ccccc2C(=O)N2CCCCC2)c1 (stereo unspecified) | -3% | -10% | -18% | -3% | i
Cc1coc2c(C)c3oc(=O)c(CCC(=O)N4C[C@H]5C[C@@H](C4)c4cccc(=O)n4C5)c(C)c3cc12 | 3% | 31% | 2% | -7% | 10%
C#CCOCCOCCOCCNc1nc(N2CCN(C(=O)[C@H](CCC(=O)O)n3cc([C@@H](N)CO)nn3)CC2)nc(N2CCN(C(=O)[C@H](CCC(=O)O)n3cc([C@@H](N)CCSC)nn3)CC2)n1 | / | -5% | -7% | 0% | 0.7%
CCCCn1c(N)c(N(CCOC)C(=O)CCNC(=O)c2ccccc2Cl)c(=O)[nH]c1=O | 1% | 8% | -3% | 2% | 0.5%
Cn1ccnc1CN1CCN(C(=O)c2cc(COc3ccc(F)c(F)c3)on2)CC1 | 5% | 5% | 25% | 1% | 1.2%
Cc1ccc(S(=O)(=O)N2CCN(C(=O)COC(=O)COc3ccccc3)CC2)cc1 | 4% | -3% | -12% | -6% | 0.7%
CS(=O)(=O)N1CCN(C(=O)c2ccncc2)CC1 | 3% | -5% | -1% | 3% | 0.3%
Cc1cc(C)n(-c2cc(Cl)ccc2[N+](=O)[O-])n1 | -4% | 15% | -5% | 11% | 0.5%
S=C(Nc1ccc2nc(-c3ccccn3)c(-c3ccccn3)nc2c1)N1CCCCCC1 | -10% | 9% | -6% | 7% | 1.6%
Cc1cc(NC(=O)Cn2c(=O)oc3ccc(Cl)cc32)no1 | 7% | 0% | 1% | -1% | i
CN(C)c1nc(N(C)C)nc(N(C#N)CN2C(=O)c3ccccc3C2=O)n1 | 0% | -5% | / | -11% | /
CCOC(=O)c1[nH]cnc1C(=O)Nc1ccccn1 | -2% | -15% | 0% | -1% | i
Cc1cc(C)cc(NC(=O)C(=O)NCC2CCCN2S(=O)(=O)c2cccs2)c1 (stereo unspecified) | -4% | 31% | 6% | 68% | 8.4%
Cc1cccc(NC(=O)c2c(C)nn(-c3ccccc3)c2Cl)c1 | -4% | 30% | 0% | 4% | 11%
Cc1cc(C(=O)CSc2ccccc2)cc(C)c1O | 5% | 15% | -27% | 4% | 0.4%
Cc1nc2c(C)cccn2c1/C(O)=C1\C(=O)C(=O)N(CCN(C)C)C1c1cccs1 (stereo unspecified) | / | / | 9% | / | 0.4%
Cc1cc(C(=O)NC(=S)Nc2ccccc2N2CCCC2)ccc1[N+](=O)[O-] | 3% | 12% | 4% | 8% | 0.5%
O=C1CC(c2cccc(Cl)c2)C(n2cncn2)C(=O)C1C1NCCc2ccccc21 (stereo unspecified) | -10% | -6% | 5% | -16% | 1.1%
O=C(NC(=S)NCc1ccccc1)c1ccccc1F | 1% | 13% | 0% | -1% | 1.4%
N#C/C(=C/c1ccc(F)cc1)C(N)=S | 6% | 27% | 4% | 5% | 0.2%
COc1cc(/C=C2/N=C(C3CCCCC3)OC2=O)cc(OC)c1OC | -4% | ? | 2% | 38% | 1.1%
CCOc1ccc(-n2ccnc2SCC(=O)N2CCCc3ccccc32)cc1 | -1% | 18% | 8% | 2% | 3.6%
CCn1nc(C)c(/C=N/NC(=O)c2c[nH]c3ccccc23)c1C | -13% | -9% | -6% | 11% | 3.4%
C[C@H](CO)N1C[C@H](C)[C@@H](CN(C)Cc2ccc(C(=O)O)cc2)Oc2ccc(NS(C)(=O)=O)cc2C1=O | / | -13% | 10% | 1% | 0.2% | VEEV TC-83 Vero 10K pilot screen=0.2
O=C(NCc1nnc2c(C(F)(F)F)cc(Cl)cn12)c1cccs1 | -26% | 0% | 4% | -3% | 0.3%
COc1ccc(Cl)cc1C(=O)NNC(=O)c1cccc([N+](=O)[O-])c1 | 22% | -6% | -4% | 5% | i
BrC(=C\c1ccccc1)/C=N/N1CCN(c2ccccn2)CC1 | 0% | 30% | 17% | 9% | 5.2%
COc1ccccc1N1CCN(Cc2cc3c(cc2O)OCO3)CC1 | 3% | 12% | 7% | 6% | 2.2%
O=C(Nc1ccc(F)cc1)C1CC(=O)N(Cc2ccco2)C1 (stereo unspecified) | -5% | -15% | -9% | 2% | 1.5%

Copied from the listing for reference:
SMILES | Salmonella PhoP GFP | tuberculosis growth | influenza NS1A | H37Rv inhibition | VEEV TC-83 Vero | others
CN(C)c1nc(N(C)C)nc(N(C#N)CN2C(=O)c3ccccc3C2=O)n1 | 0% | -5% | / | -11% | /
CCOC(=O)c1[nH]cnc1C(=O)Nc1ccccn1 | -2% | -15% | 0% | -1% | i
Cc1cc(C)cc(NC(=O)C(=O)NCC2CCCN2S(=O)(=O)c2cccs2)c1 (stereo unspecified) | -4% | 31% | 6% | 68% | 8.4%
Cc1cccc(NC(=O)c2c(C)nn(-c3ccccc3)c2Cl)c1 | -4% | 30% | 0% | 4% | 11%
Cc1cc(C(=O)CSc2ccccc2)cc(C)c1O | 5% | 15% | -27% | 4% | 0.4%
Cc1nc2c(C)cccn2c1/C(O)=C1\C(=O)C(=O)N(CCN(C)C)C1c1cccs1 (stereo unspecified) | / | / | 9% | / | 0.4%
Cc1cc(C(=O)NC(=S)Nc2ccccc2N2CCCC2)ccc1[N+](=O)[O-] | 3% | 12% | 4% | 8% | 0.5%
O=C1CC(c2cccc(Cl)c2)C(n2cncn2)C(=O)C1C1NCCc2ccccc21 (stereo unspecified) | -10% | -6% | 5% | -16% | 1.1%
O=C(NC(=S)NCc1ccccc1)c1ccccc1F | 1% | 13% | 0% | -1% | 1.4%
N#C/C(=C/c1ccc(F)cc1)C(N)=S | 6% | 27% | 4% | 5% | 0.2%
COc1cc(/C=C2/N=C(C3CCCCC3)OC2=O)cc(OC)c1OC | -4% | ? | 2% | 38% | 1.1%
CCOc1ccc(-n2ccnc2SCC(=O)N2CCCc3ccccc32)cc1 | -1% | 18% | 8% | 2% | 3.6%
CCn1nc(C)c(/C=N/NC(=O)c2c[nH]c3ccccc23)c1C | -13% | -9% | -6% | 11% | 3.4%
C[C@H](CO)N1C[C@H](C)[C@@H](CN(C)Cc2ccc(C(=O)O)cc2)Oc2ccc(NS(C)(=O)=O)cc2C1=O | / | -13% | 10% | 1% | 0.2% | VEEV TC-83 Vero 10K pilot screen=0.2
O=C(NCc1nnc2c(C(F)(F)F)cc(Cl)cn12)c1cccs1 | -26% | 0% | 4% | -3% | 0.3%
COc1ccc(Cl)cc1C(=O)NNC(=O)c1cccc([N+](=O)[O-])c1 | 22% | -6% | -4% | 5% | i

(further entries)
SMILES | Salmonella PhoP GFP | tuberculosis growth | influenza NS1A | H37Rv inhibition | VEEV TC-83 Vero | others
CC(=O)N/N=C/C1=CCC2CC1C2(C)C (stereo unspecified) | 4% | 11% | 5% | -4% | 1.7%
CCOC(=O)NCc1ccc(S(=O)(=O)Nc2ccc(C)cc2)cc1 | 1% | 1% | -2% | 1% | 0.9%
CCn1nc(C)c(CNCc2cn[nH]c2-c2cc3ccccc3o2)c1C | 5% | 34% | -2% | 9% | i
CCCCCC(=O)Nc1ccc(-c2csc(C)n2)cc1 | -7% | 55% | -4% | ? | 1.3%
COc1ccc(NC2=CC(=O)CC(c3ccccc3)C2)c(OC)c1 (stereo unspecified) | -2% | 8% | 0% | -4% | i
CCCc1c(C(=O)N/N=C/c2cccc3ccccc23)nnn1-c1nonc1N | -11% | 6% | 7% | 1% | 1.6%
C#CCOC(=O)Nc1cccn(Cc2c(Cl)cccc2Cl)c1=O | 4% | 35% | 1% | 3% | i
Cc1cccc(COCC(Cc2ccccc2)N2CCN(C(=O)c3cccc(Cl)c3)CCC2=O)c1 (stereo unspecified) | -6% | 26% | 12% | 3% | 2.2%
O=C(O)/C=C/C(=O)Nc1ccc(F)cc1F | -8% | -1% | -9% | -4% | 0.1%
COC(=O)CSc1nc2ccccc2c(=O)n1Cc1ccccc1 | -3% | 15% | -3% | 11% | i
CN(C)Cc1c(O)ccc2cc(-c3nc4ccccc4n3C)c(=O)oc12 | 2% | -3% | -5% | 1% | 2.8%
O=[N+]([O-])CC1(n2nc3ccccc3n2)CCCCC1 | 10% | 38% | 8% | -7% | 0.6%
Cc1c(C(=O)OCc2ccccc2)[nH]c2c1C(=O)CC(c1ccco1)C2 (stereo unspecified) | 2% | 29% | 4% | -5% | 8.0%
O=C(Nc1ccc(S(=O)(=O)N2CCCC2)cc1)Nc1ccc(F)cc1F | -2% | 4% | 13% | -8% | 2.8%
Cc1c(NC(=O)c2ccc3c(c2)OCO3)cccc1-c1nc2ccccc2s1 | -12% | 8% | 1% | 4% | 1.0%
CCc1nc2n[nH]c(N)c2c2c1CSC(C)(C)C2 | 4% | -16% | -2% | -9% | 5.0%
Cn1nnc2cc(C(=O)Nc3ccc(Cl)cc3)ccc21 | -7% | -6% | 4% | 1% | 0.8%
CN(Cc1cccnc1)Cc1cn(Cc2ccccc2)nc1-c1ccc2c(c1)OCO2 | -4% | -6% | 13% | 3% | 1.4%
Cc1ccc(S(=O)(=O)N(CC(O)CN2C(=O)NC(C)(C)C2=O)c2cccc([N+](=O)[O-])c2)cc1 (stereo unspecified) | -17% | 0% | 0% | 5% | 0.9%
COc1ccc(NC(=O)N2CCCC2C(=O)Nc2ccccc2F)cc1 (stereo unspecified) | 7% | 0% | 4% | -2% | 0.4%
CCOc1ccc(N2C(=O)CC(N(Cc3ccco3)C(C)=O)C2=O)cc1 (stereo unspecified) | -11% | 3% | 11% | -4% | 0.2%
CCOc1cc(NC(=O)Nc2ccccc2)c(OCC)cc1NC(=O)CC | 5% | 44% | 5% | 8% | 1.2%
O=C(COC(=O)c1ccc(NS(=O)(=O)c2cccs2)cc1O)NC1CCCCC1 | 9% | 2% | -1% | 3% | 1.6%
COCCNC(=S)N1CCN(C)CC1 | 9% | -15% | -5% | -3% | 0.9%
COc1cc(NC(=O)c2ccccc2)c(OC)cc1NC(C)=O | -18% | 2% | -4% | -3% | 7.8%
C[C@H](CO)N1C[C@H](C)[C@@H](CN(C)Cc2ccncc2)Oc2ccc(NC(=O)Cn3cnnn3)cc2C1=O | / | -3% | -6% | -2% | 0.7%
Cn1c(=O)c2[nH]c(NN=Cc3ccc(Br)cc3)nc2n(C)c1=O | / | / | 78% | / | 8.5%
CCCN(CC(=O)Nc1ccccc1C)C(=O)Cc1c(C)nc2ccccc2c1C | / | 73% | -4% | 21% | i
COc1ccc(-c2cc(C(=O)NCc3ccc(Cl)cc3)no2)cc1OC | -13% | 7% | -18% | -1% | 5.0%
Cc1ccc(OCC(=O)N(C)CC(=O)Nc2ccc(N3CCOCC3)cc2)cc1 | -1% | -14% | 0% | -3% | 0.3%
